# CXCR6 inh: inhibitors of human CXCR6 receptor; CHO-K1 PathHunter CXCR6 beta-arrestin, luminescence; inhibition, % at 20 µM; O00574; 360,000 tested, 0.36% active; AID 602244; in the data active means inhibition above about 34%, passing the limit was not always enough;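 further: antagonist mode with CXCL16 agonist at 10 nM final; 0% = 10 nM CXCL16 with DMSO and 100% = unstimulated wells without agonist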
# Mdm2 MdmX PPI: disrupts the human Mdm2-MdmX interaction; inhibition, % at 8 µM; SaOS-2 split-luciferase Mdm2/MdmX complementation, luminescence; 330,000 tested, 3% active; O15151+Q00987;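 active means inhibition of at least 50% at 8 µM in the primary screen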
# tim23-1 inh: inhibits growth of tim23-1 mutant yeast; S. cerevisiae tim23-1 growth, BacTiter-Glo luminescence, 24 h; inhibition, % at 20 µM; 330,000 tested, 1.3% active;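 active means growth inhibition of the mutant yeast at or above 50%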;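 further: temperature-sensitive mutant grown at 25 °C; plate controls were DMSO-treated mutant yeast for no effect and medium wells lacking yeast for full effect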
# CHOP UPR activ: activators of apoptotic arm of unfolded protein response (CHOP) | AID 449763 | 330,000 tested, 0.34% active | activation, % at 10 µM | CHO-CHOP luciferase reporter, UPR activation, luminescence; percent of tunicamycin response over DMSO baseline;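 active means at 10 µM dose, activation of 40% or more, normalized to positive control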;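 further: 100% = tunicamycin at 10 µg/mL and 0% = DMSO alone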
#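 Evaluation: % reporter activation, DMSO baseline versus tunicamycin full activation; System: CHO-CHOP luciferase reporter cell line; Input: 500 cells/well; Incubation: 6 h compound treatment, 37 °C; Measured by: Steady-Glo luciferase luminescence; Dosing: one dose, 10 µM in 0.5% DMSO; Buffer or medium: F12 medium, 10% FBS; Benchmarks: positive tunicamycin 10 µg/mL, negative DMSO alone.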
# EBI2 antag: antagonists of human EBI2 receptor. P32249. EBI2 beta-arrestin recruitment, luminescence, 7a,25-OHC stimulated. inhibition, % at 5 µM. 360,000 tested, 0.81% active. AID 651636; in the data active means inhibition above about 38%;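 further: enzyme fragment complementation signal reports receptor beta-arrestin coupling in cells; 0% = agonist plus DMSO wells and 100% = wells without agonist; some results beyond the cut were filed as inactive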
# Target sequence (P32249 whole entry, looked up, the tested form may be a part): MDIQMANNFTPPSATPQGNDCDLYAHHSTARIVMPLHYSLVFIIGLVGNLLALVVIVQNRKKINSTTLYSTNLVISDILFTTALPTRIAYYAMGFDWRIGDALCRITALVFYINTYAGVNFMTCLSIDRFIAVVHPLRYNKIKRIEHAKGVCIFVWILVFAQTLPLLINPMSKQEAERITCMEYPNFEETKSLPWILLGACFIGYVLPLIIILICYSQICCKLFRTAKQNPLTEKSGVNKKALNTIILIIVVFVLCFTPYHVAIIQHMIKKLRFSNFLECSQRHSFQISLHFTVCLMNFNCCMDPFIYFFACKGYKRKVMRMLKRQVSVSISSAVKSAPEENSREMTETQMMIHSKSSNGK
# APJ antagonist: blocks the human apelin receptor APJ; P35414; CHO-K1 APJ beta-arrestin complementation, luminescence; inhibition, % at 20 µM; 330,000 tested, 0.32% active; AID 2521;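 active means inhibition above about 40% at 20 µM, limit read from the data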;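 further: cells challenged with 10 nM apelin-13 agonist together with compound; plate controls were apelin-13 plus DMSO wells for no effect and DMSO wells lacking apelin-13 for full effect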
# Target sequence (P35414 whole entry, looked up): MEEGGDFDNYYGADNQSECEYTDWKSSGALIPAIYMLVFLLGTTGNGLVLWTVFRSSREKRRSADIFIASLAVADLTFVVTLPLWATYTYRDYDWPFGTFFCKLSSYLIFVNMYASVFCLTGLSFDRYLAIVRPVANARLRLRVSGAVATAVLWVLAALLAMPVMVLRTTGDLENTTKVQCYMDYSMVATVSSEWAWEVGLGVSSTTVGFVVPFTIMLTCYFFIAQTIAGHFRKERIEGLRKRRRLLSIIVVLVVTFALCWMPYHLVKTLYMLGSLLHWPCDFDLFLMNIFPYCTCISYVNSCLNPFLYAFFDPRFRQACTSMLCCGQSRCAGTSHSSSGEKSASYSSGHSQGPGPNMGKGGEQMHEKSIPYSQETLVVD
# CCR6 antagonist: antagonists of human CCR6 receptor; P51684; CHO-K1 CCR6 PathHunter beta-arrestin, luminescence, CCL20-stimulated; inhibition, % at 20 µM; 340,000 tested, 0.49% active; AID 493098;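 active means compounds whose inhibition of the agonist-driven luminescence signal at 20 µM reaches about 50%, limit read from the data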;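 further: cells stimulated with CCL20 at 14 nM final; plate controls were DMSO with CCL20 for no effect and DMSO without agonist for full effect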
# UPR XBP1 act: adaptive UPR (XBP1) activation; CHO-XBP1 luciferase reporter, IRE1-XBP1 UPR activation, luminescence; percent of tunicamycin response, DMSO as zero; 330,000 tested, 0.33% active; AID 463104; activation, % at 20 µM;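 active means versus positive control, 20 µM dose yields 30% or more activation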;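 further: 100% = tunicamycin at 10 µg/mL and 0% = DMSO only wells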
#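 Assay system: CHO-XBP1 luciferase reporter cells; Schedule: 6 h treatment, 37 °C; Detection: glow luminescence from Steady-Glo reagent; Benchmarks: high control tunicamycin 10 µg/mL final, low control DMSO vehicle only.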
# APJ ag: agonists of human APJ apelin receptor; P35414; CHO-K1 APJ PathHunter beta-arrestin, luminescence; 0% DMSO wells, 100% apelin; activation, % at 20 µM; 330,000 tested, 0.11% active;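 active means activation more than six SD over the plate average, tested at 20 µM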;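 further: 0% = DMSO alone and 100% = apelin-13 at 10 nM; some results filed as inactive read as strong as hits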
#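 Test system – PathHunter CHO-K1 APJ (AGTRL-1) beta-arrestin reporter cells · Input – 1000 cells/well · Compound – single test compound dose, 20 µM final, 1% DMSO · Times – compound stimulation 90 min at 25 °C, detection 60 min · Technique – beta-gal luminescence · Read-out basis – APJ–arrestin association signal · Control set – negative DMSO alone, positive Apelin-13 at 10 nM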
# The depositor's hits bear a star; · = not tested or not shown. This is a subset; count on the stated rates, not on these rows.
SMILES,CXCR6 inh,Mdm2 MdmX PPI,tim23-1 inh,CHOP UPR activ,EBI2 antag,APJ antagonist,CCR6 antagonist,UPR XBP1 act,APJ ag
COc1ccccc1NC(=O)c1cc(S(=O)(=O)N2CCCCCC2)ccc1F,12,17,15,1.4,8,13,21,1,-5
CC(=O)N1C(=O)c2cccc3cccc(c23)C(=O)N1C(C)=O,·,-8,12,-2.2,·,2,9,-4,1
CC(Cl)C(=O)c1ccc2c(c1)CCN2C(=O)C1CC1 (configuration not stated),2,44,39,10,5,12,15,-3,-3
O=S(=O)(NC1=NCCC1)c1cccs1,-6,13,10,-0.5,-4,9,-4,2,-4
Cc1ccc(S(=O)(=O)NNC(=S)NC(=O)c2ccc([N+](=O)[O-])cc2)cc1,-13,12,17,-0.1,-8,14,6,-1,-1
O=C(/C=C/NCC(=O)c1ccccc1)c1ccc(Br)cc1,-3,13,36,4.1,-3,9,20,-1,2
O=c1[nH]c(CSc2ncccn2)nc2c1cnn2-c1ccccc1,-3,-24,16,0.2,-3,0,8,4,-2
CC(NC(=O)COc1ccc([N+](=O)[O-])cc1)c1ccccc1 (configuration not stated),3,12,25,0.0,1,-6,13,0,-4
Cc1ccc(NC(=O)c2ncc(Cl)c(Cl)c2Cl)cc1C,-2,-10,-18,6.4,3,6,-8,5,-2
O=C(COc1ccccc1)NCC(=O)N1CCCC1,-2,20,4,-1.4,-8,-18,9,-5,0
O=C(O)c1cccc(Oc2cccc(Cl)n2)c1,-8,-2,4,0.3,-2,-4,8,-1,-2
CC(C)C[C@H](NC(=O)c1[nH]cnc1C(=O)Nc1ccc(CNC(=O)OC(C)(C)C)cc1)C(=O)OC(C)(C)C,-10,53*,4,4.6,-39,-11,-9,12,-3
CC(C)c1ccc(/C=c2\sc3nc(-c4ccncc4)nn3c2=O)cc1,2,14,47,2.3,-7,-25,-2,2,-1
O=c1c(C=NCCCn2ccnc2)c(-c2ccccc2)[nH]n1-c1nc2ccccc2s1,0,20,-15,2.3,-7,2,3,2,-1
O=C(O)Cc1sc(-c2ccccc2)nc1-c1ccccc1,-9,8,18,0.3,-2,7,12,3,2
O=c1c2ccccc2n2c(-c3ccc(F)cc3)nnc2n1Cc1ccccc1,7,36,-2,1.5,-6,3,2,-1,2
COc1cc2c(cc1OC)CN(C(=O)C1CCN(S(=O)(=O)c3ccccc3F)CC1)CC2,-3,11,0,0.7,0,13,14,-2,-4
Cc1ccc(CNc2cc(-c3nn4c(C)nnc4s3)ccc2C)s1,9,41,29,0.6,9,13,23,11,-4
O=C(NCc1cc(C(F)(F)F)cc(C(F)(F)F)c1)C1CC(c2cccc([N+](=O)[O-])c2)=NO1 (configuration not stated),-6,12,1,1.1,4,-58,22,-4,-6
CCOC(=O)C1=C(c2ccccc2)NC(=O)NC1c1cc(OCC)c(O)c([N+](=O)[O-])c1 (configuration not stated),4,-2,-5,-0.8,1,22,9,-1,-4
O=C(O)c1cc2c(ccc3ccccc32)oc1=O,6,6,10,-2.5,-15,5,·,1,-3
O=C(OCc1nc2ccccc2s1)c1cc2ccccc2oc1=O,·,-6,18,3.3,·,1,·,2,0
CCN1CCN(Cc2ccc(OCc3ccccc3)cc2)CC1,-2,-31,4,1.2,-6,-9,1,2,-1
O=C(COC(=O)c1ccccc1Cl)NC(=O)NCc1ccccc1,-7,-1,5,-1.5,-15,-2,-16,-1,-4
O=C(CSc1ncn(-c2ccccc2)n1)Nc1nncs1,0,-33,9,-0.1,-6,-3,-3,-1,-2
COCCCNC(=O)c1ccc(CS(=O)(=O)c2cccc(C(F)(F)F)c2)o1,-2,-16,5,0.0,-4,15,9,1,-2
Cc1ccc(/C(O)=C2\C(=O)C(=O)N(c3cc(C)on3)C2c2cccc(Cl)c2)cc1 (configuration not stated),0,-1,1,2.7,-7,3,-9,4,-3
CCOc1cc(C)nc(N2CCN(C3CCCCC3)CC2)n1,6,0,0,-2.4,-2,12,10,-6,-4
O=C(COC(=O)c1ccc2c(=O)n3c(nc2c1)CCC3)Nc1ccc(OC(F)F)cc1,-6,-7,7,1.3,4,-4,7,-2,0
CCOc1ccc(NC2=NC(C(=O)NCc3ccccc3)CC(=O)N2)cc1 (configuration not stated),4,0,6,-0.7,-3,12,7,1,-3
CCOCC(=O)Nc1ccc(S(=O)(=O)NCCc2ccccc2)cc1,-1,21,3,-0.2,-4,7,-1,-2,-5
Cc1ccc(NC(=O)/C=C\C(=O)NCC(=O)O)cc1,5,-20,18,-1.2,-8,4,5,-1,-2
O=C(Nc1ccc(Cl)cc1)C(Cl)C(=O)c1ccccc1 (configuration not stated),6,-17,70*,7.8,-5,7,-1,1,-1
CCOc1ccc(CCNC(=O)COC(=O)c2nn(C)c(=O)c3ccccc23)cc1OCC,-4,21,0,-1.5,-5,17,2,-1,-9
COc1ccc(N/C(=N/c2nc(C)cc(C)n2)NC(=O)c2ccccc2)cc1,-8,2,0,7.9,17,0,-15,4,8
O=C(Nc1ccccc1N1CCOCC1)C1CCCO1 (configuration not stated),-3,-11,16,0.2,-13,4,4,4,-4
O=C(CCS(=O)(=O)c1ccc(Br)cc1)Nc1ccc(Br)cc1F,0,22,-2,-1.8,-2,5,1,1,-2
O=C(c1cccc(S(=O)(=O)N2CCOCC2)c1)N1CCC(Cc2ccccc2)CC1,-6,-1,21,-0.5,-3,-31,13,-2,-1
COCCNC(=O)c1cc(-c2ccccc2C)n(CC2CC(c3cccc([N+](=O)[O-])c3)=NO2)n1 (configuration not stated),0,10,12,-1.1,-9,3,12,-3,-2
Cc1nc2c3cnn(-c4ccccc4)c3ncn2n1,0,9,12,4.2,-8,3,-8,2,-2
Cc1ccc(NC(=O)C2CCN(S(C)(=O)=O)CC2)cc1C,7,24,-11,0.4,2,4,11,-4,0
Cc1cccc(NC(=S)N(CCCN(C)C)Cc2cc3cc4c(cc3[nH]c2=O)OCO4)c1,10,12,45,0.8,-7,-14,30,-3,-1
COc1ccc(NC(=S)Nc2ccc3nsnc3c2)cc1,1,14,34,4.7,36,-9,13,-3,11
CC1Sc2n(c3ccccc3[n+]2C)N=C1c1ccccc1 (configuration not stated),0,23,37,2.0,-2,7,2,2,-3
O=C(NS(=O)(=O)Nc1ccc(Br)cn1)c1c[nH]c2ccccc12,-4,19,1,0.1,-17,15,8,1,-4
Cc1c(C(=O)NC2CCCC2)oc2ccccc12,-3,1,24,3.4,-4,2,13,0,-5
C#CCOCCOCCOCCNc1nc(N2CCOCC2)nc(N2CCN(C(=O)[C@H]([C@@H](C)CC)n3cc(CCCCN)nn3)CC2)n1,0,-7,-10,2.2,-17,5,2,-2,-5
CN1CCN(C(=O)c2cnn(-c3ccccc3)c2NC(=O)c2ccccc2Cl)CC1,-6,4,8,2.1,-2,14,1,0,1
CNC(=O)C(C)Sc1ccc(S(=O)(=O)N2CCOCC2)cn1 (configuration not stated),1,-2,4,-1.1,-15,-7,3,-1,0
Cc1cc(OC(=O)c2ccccc2Cl)c([N+](=O)[O-])c(=O)[nH]1,1,25,12,-0.4,-6,9,-6,0,-5

# Some of these compounds in order of formula weight, rising.
SMILES,CXCR6 inh,Mdm2 MdmX PPI,tim23-1 inh,CHOP UPR activ,EBI2 antag,APJ antagonist,CCR6 antagonist,UPR XBP1 act,APJ ag
O=C(Nc1ccc(Cl)cc1)C(Cl)C(=O)c1ccccc1 (configuration not stated),6,-17,70*,7.8,-5,7,-1,1,-1
Cc1cc(OC(=O)c2ccccc2Cl)c([N+](=O)[O-])c(=O)[nH]1,1,25,12,-0.4,-6,9,-6,0,-5
Cc1ccc(NC(=O)C2CCN(S(C)(=O)=O)CC2)cc1C,7,24,-11,0.4,2,4,11,-4,0
O=C(CSc1ncn(-c2ccccc2)n1)Nc1nncs1,0,-33,9,-0.1,-6,-3,-3,-1,-2
O=c1[nH]c(CSc2ncccn2)nc2c1cnn2-c1ccccc1,-3,-24,16,0.2,-3,0,8,4,-2
Cc1ccc(S(=O)(=O)NNC(=S)NC(=O)c2ccc([N+](=O)[O-])cc2)cc1,-13,12,17,-0.1,-8,14,6,-1,-1
O=C(COC(=O)c1ccc2c(=O)n3c(nc2c1)CCC3)Nc1ccc(OC(F)F)cc1,-6,-7,7,1.3,4,-4,7,-2,0
Cc1cccc(NC(=S)N(CCCN(C)C)Cc2cc3cc4c(cc3[nH]c2=O)OCO4)c1,10,12,45,0.8,-7,-14,30,-3,-1
O=C(NCc1cc(C(F)(F)F)cc(C(F)(F)F)c1)C1CC(c2cccc([N+](=O)[O-])c2)=NO1 (configuration not stated),-6,12,1,1.1,4,-58,22,-4,-6
O=C(CCS(=O)(=O)c1ccc(Br)cc1)Nc1ccc(Br)cc1F,0,22,-2,-1.8,-2,5,1,1,-2
C#CCOCCOCCOCCNc1nc(N2CCOCC2)nc(N2CCN(C(=O)[C@H]([C@@H](C)CC)n3cc(CCCCN)nn3)CC2)n1,0,-7,-10,2.2,-17,5,2,-2,-5

# (more compounds)
SMILES,CXCR6 inh,Mdm2 MdmX PPI,tim23-1 inh,CHOP UPR activ,EBI2 antag,APJ antagonist,CCR6 antagonist,UPR XBP1 act,APJ ag
CCCC(=O)Nc1sc2c(c1C(=O)OCC)CC(C)(C)OC2,0,11,-9,-0.1,1,8,3,-3,-1
CCOC(=O)CCCCC(=O)c1[nH]c(=O)[nH]c1C[n+]1ccccc1,·,13,7,-1.2,·,-6,·,6,0
O=C(c1ccc2c(c1)OCO2)C1CCCN(Cc2cccn2-c2cccnc2)C1 (configuration not stated),8,2,12,2.8,4,-2,15,0,-1
CN(C)CCCn1c2c(c(SCC(=O)Nc3cccc4ccccc34)nc1=O)CCC2,-4,26,-10,1.4,-6,-45,1,-3,-7
Cc1ccc(-n2c(SCC(=O)NCC3CCCO3)nnc2-c2ccoc2C)cc1 (configuration not stated),6,24,12,0.1,2,9,8,-2,-4
Cc1ncc([N+](=O)[O-])n1CC(=O)Nc1cccc(C(F)(F)F)c1,-2,3,2,0.1,-11,9,9,-1,-2
C/C(=N\NC(=O)c1cccc(S(=O)(=O)N2CCCCC2)c1)c1ccc(C)o1,-4,5,18,0.5,-6,9,18,-1,-4

# Assay outcomes: PubChem, Sanford-Burnham Center for Chemical Genomics
